From PubChem
Rpn11 inh: inhibitors of human proteasome Rpn11; O00487; AID 588493; hit rate 0.59% among 360,000; human 26S proteasome, Ub4-pepOG fluorescence polarization; 20S core pre-blocked with epoxomicin; calls only at 20 µM;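 active = inhibition at 20 µM, scaled to each plate's controls, above about 33%, limit read from the data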
SUMO1-SIM PPI: modulators of human SUMO1-mediated protein-protein interactions. P63165. SUMO1 binding to a labelled peptide, TR-FRET, 1 h. inhibition, % at 20 µM. hit rate 0.33% among 360,000; in the data active = inhibition above about 37%
Neddyl block: inhibitors of human cullin neddylation; calls only at 25 µM; P61081+Q13564; AID 651699; hit rate 0.58% among 360,000; TR-FRET cullin neddylation, biochemical; in the data active = inhibition above about 36%
Target sequence (P61081 whole entry, looked up): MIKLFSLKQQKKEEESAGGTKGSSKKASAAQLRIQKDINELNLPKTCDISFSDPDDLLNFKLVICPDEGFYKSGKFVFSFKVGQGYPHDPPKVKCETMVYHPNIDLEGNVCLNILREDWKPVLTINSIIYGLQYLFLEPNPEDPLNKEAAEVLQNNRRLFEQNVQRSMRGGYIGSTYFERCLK
Target sequence (Q13564 whole entry, looked up): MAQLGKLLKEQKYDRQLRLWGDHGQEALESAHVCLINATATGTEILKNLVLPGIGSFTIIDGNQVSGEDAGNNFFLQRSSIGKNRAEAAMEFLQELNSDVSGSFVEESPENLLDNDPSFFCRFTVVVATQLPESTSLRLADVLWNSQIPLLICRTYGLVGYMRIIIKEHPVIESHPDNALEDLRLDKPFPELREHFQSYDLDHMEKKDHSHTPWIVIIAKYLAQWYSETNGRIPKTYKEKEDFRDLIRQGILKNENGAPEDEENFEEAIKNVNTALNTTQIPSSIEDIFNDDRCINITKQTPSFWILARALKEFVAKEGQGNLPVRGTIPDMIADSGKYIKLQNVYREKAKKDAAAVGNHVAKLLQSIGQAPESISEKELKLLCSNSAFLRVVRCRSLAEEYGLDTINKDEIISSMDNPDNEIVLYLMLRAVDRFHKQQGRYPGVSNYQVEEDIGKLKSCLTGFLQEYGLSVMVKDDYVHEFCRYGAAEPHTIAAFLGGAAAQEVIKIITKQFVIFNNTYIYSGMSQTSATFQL
Scp-1 inhibitor: Scp-1 (human) phosphatase inhibition | Q9GZU7 | Recombinant Scp1, phosphopeptide, malachite green phosphate absorbance | inhibition, % at 20 µM | hit rate 0.88% among 340,000;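 active = inhibition above about 50% at 20 µM, limit read from the data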;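 also: plate controls were DMSO wells with enzyme for no effect and wells lacking enzyme for full effect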
Target sequence (Q9GZU7 76-261 limits assumed): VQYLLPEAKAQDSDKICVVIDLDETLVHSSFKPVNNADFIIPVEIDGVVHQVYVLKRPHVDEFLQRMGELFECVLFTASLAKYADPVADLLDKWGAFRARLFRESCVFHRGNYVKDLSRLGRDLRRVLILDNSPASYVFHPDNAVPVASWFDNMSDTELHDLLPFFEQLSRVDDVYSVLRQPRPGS
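Test system – truncated SCP-1 phosphatase (76-261aa) · Reagent – Phosphorylated 17-residue peptide substrate · Incubation – 45 min room-temperature reaction, 5 min colour, 30 min stabiliser · Detection – colorimetric phosphate reagent with accelerator and stabiliser, absorbance at 630 nm · Measure – % inhibition at 20 µM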
LMPTP block: blocks human LMPTP phosphatase; P24666; AID 651560; inhibition, % at 20 µM; hit rate 0.22% among 360,000; recombinant LMPTP-A, OMFP fluorogenic substrate, fluorescence intensity;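 active = compounds that cut the enzyme signal by at least half of the control window in the single-dose screen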;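 also: plate controls were DMSO wells with enzyme plus substrate for no effect and substrate without enzyme for full effect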
Target sequence (P24666 whole entry, looked up): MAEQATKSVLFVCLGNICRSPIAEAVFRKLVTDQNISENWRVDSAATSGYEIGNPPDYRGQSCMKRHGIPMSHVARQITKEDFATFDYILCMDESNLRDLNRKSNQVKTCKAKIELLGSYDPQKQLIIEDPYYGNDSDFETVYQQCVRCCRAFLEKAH
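Test system: LMPTP-A phosphatase enzyme; input: 0.625 nM LMPTP-A final; reagent: OMFP substrate, 400 µM final; compound dosing: 20 µM single dose, 3% DMSO; incubation: 50 min dark incubation at room temperature; measured by: endpoint fluorescence intensity from OMFP dephosphorylation; measure: % inhibition relative to no-enzyme and uninhibited control wells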
STEP inh: STEP (human) phosphatase inhibition; recombinant STEP, OMFP fluorogenic substrate, fluorescence; inhibition, % at 20 µM; hit rate 0.25% among 360,000;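 active = inhibition at 20 µM, scaled per plate between control wells, above about 37%, limit read from the data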;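 also: 0% = DMSO with enzyme and substrate and 100% = substrate only without enzyme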
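System: STEP (striatal-enriched tyrosine phosphatase) enzyme, cell-free; medium: Bis-Tris pH 6.0 buffer with DTT, detergent; dosing: 20 µM, 1% DMSO; times: reaction 20 min, ambient temperature; detection: fluorescence, 480/540 nm; read-out basis: normalized % inhibition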
Rin1 Abl inh: inhibitors of human Rin1-Abl protein interaction | P00519+Q13671 | TR-FRET Rin1/Abl binding, biochemical | inhibition, % at 7.35 µM | hit rate 0.4% among 360,000 | AID 588664; in the data active = inhibition above about 5%, passing the limit was not always enough
DNMT1 block: DNMT1 (human) enzyme inhibition; P26358; DNMT1 molecular beacon, Hinp1I cleavage, fluorescence; inhibition (reported as % activation of signal), % at 10 µM; hit rate 0.83% among 360,000; in the data active = inhibition above about 50%
CSN deneddyl inh: blocks human CSN-mediated cullin deneddylation; Q92905; Purified CSN, SCF-Nedd8-OG deneddylation, fluorescence polarization; inhibition, % at 12.5 µM; hit rate 0.38% among 360,000; AID 651999;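 active = pattern-corrected inhibition above about 35%, with an unprinted fluorescence ratio check between 0.5 and 1.5, limit read from the data, passing the limit was not always enough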;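 also: 0% = enzyme with substrate and 100% = substrate without enzyme; some results filed as inactive read as strong as hits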
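Assay system: purified human Csn5 enzyme expressed in HEK293T cells; measure: % inhibition; also added: SCFSkp2-Nedd8OG substrate at 10 nM final; technique: fluorescence polarization; times: reaction 90 min, room temperature; medium: Tris buffer pH 7.5, NaCl, DTT, Tween-20, trehalose, ovalbumin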
NadD inh: inhibitors of Staphylococcus aureus NadD; inhibition, % at 20 µM; purified NadD enzyme, colorimetric absorbance read-out; hit rate 0.78% among 360,000; in the data active = inhibition above about 26%; also: some compounds past the cut are filed as inactive
Numbers without * were called inactive; i = inactive; nt = no result given; + = active, no number.

SMILES | Rpn11 inh | SUMO1-SIM PPI | Neddyl block | Scp-1 inhibitor | LMPTP block | STEP inh | Rin1 Abl inh | DNMT1 block | CSN deneddyl inh | NadD inh
CCOC(=O)N1CCC(N2C(=O)c3ccc(C(=O)Nc4ccc(F)cc4F)cc3C2=O)CC1 | i | -7 | i | -8 | 1.3 | -3 | -5 | 12 | -2 | -10
CCOC(=O)c1cc(=O)n2c(nc3ccccc32)[nH]1 | i | 4 | nt | -4 | -0.9 | -1 | -2 | -2 | -3 | -3
CN1CCNC(=O)C1CC(=O)NCC1(c2ccccc2)CCCCC1 (centres undefined) | i | -2 | i | 0 | -2.3 | 0 | 3 | 0 | 7 | -1
O=c1[nH]c2ccccc2nc1-c1ccc(Cl)cc1 | i | -15 | i | -4 | 0.1 | 2 | 1 | 3 | -5 | 2
CCOc1ccccc1CN1CCNC(=O)C1CC(=O)NCCCn1cccn1 (centres undefined) | i | -2 | i | -1 | -2.8 | 0 | 1 | 3 | 7 | 6
O=C(NC1CC1)c1scc2c1OCCO2 | i | -3 | i | -13 | -0.5 | -4 | 0 | 3 | -6 | 11
N#Cc1c(N2CCN(c3ccc([N+](=O)[O-])cc3)CC2)[n+](=O)c2ccc(Cl)cc2n1[O-] | i | -32 | i | -10 | 5.9 | 1 | -3 | -48 | -23 | 25
NNC(=O)C(=O)/C=C1\NC2(CCCC2)Cc2ccccc21 | i | -23 | i | -13 | 2.1 | -2 | -6 | 5 | -2 | 7
CN(C(=O)CN1CCN(c2ccc([N+](=O)[O-])cn2)CC1)c1ccccc1 | i | -28 | i | -8 | -0.9 | 0 | -1 | -2 | 1 | -6
COc1ccc(/C=C/C(=O)NC2CC3CCC2C3)cc1 (centres undefined) | i | -6 | i | -2 | -0.1 | -1 | 1 | 0 | -2 | 1
O=C(CSc1nnc(-c2ccc(O)cc2)o1)Nc1ccc2c(c1)OCCO2 | i | 2 | i | -18 | -0.5 | 1 | 2 | -3 | 3 | -2
S=C(NCc1ccc2c(c1)OCO2)Nc1ccc(-c2nc3ccccc3[nH]2)cc1 | i | 4 | i | 4 | 2.3 | 4 | 2 | -24 | -3 | 13
Cc1ccc(CSC2=NCCN2C(=O)c2ccc([N+](=O)[O-])cc2)cc1 | i | -3 | i | 13 | -0.7 | -1 | -1 | -1 | -8 | -5
Cc1cc(OCC(=O)OCC(=O)N2c3ccccc3NC(=O)C2(C)C)ccc1Cl | i | 9 | i | 60* | 7.1 | -1 | -1 | 33 | 2 | -1
Nc1ccc(C(=O)OCC(=O)Nc2cccc(S(=O)(=O)NC3=NCCCCC3)c2)cc1[N+](=O)[O-] | i | -27 | i | 5 | 2.2 | 6 | -2 | 0 | -1 | -5
CCc1nnc(NC(=O)/C=C/c2cccs2)s1 | i | -12 | i | -3 | 0.0 | 0 | -7 | 4 | -6 | -1
CCc1ccc([C@@H]2C[C@H]3[C@@H](CN2S(=O)(=O)c2ccc(C)cc2)C(=O)C[C@@H](c2ccc(C)cc2)N3S(=O)(=O)c2ccc(C)cc2)cc1 | i | 3 | i | nt | 1.6 | 3 | -4 | 1 | -1 | 19
CCC1CCCCN1C(=O)Cn1c(C(=O)OC)cc2sc(Cl)cc21 (centres undefined) | i | 0 | i | -1 | -0.5 | -1 | 3 | 0 | 4 | -3
Cc1ccc(CNC(=O)c2ccc(N3CCC4(CC3)CC(c3cccc(Br)c3)=NO4)c(NC(=O)c3ccc(Br)cc3)c2)cc1 | i | -3 | i | -6 | 0.9 | 4 | 0 | 6 | 4 | 28
COc1ccc(CC2(CO)CCN(S(=O)(=O)c3c(C)nn(C)c3Cl)CC2)cc1 | i | -4 | i | 6 | -0.5 | -3 | 1 | -36 | 1 | -3

A draw from above in order of SMILES length, low to high.
SMILES | Rpn11 inh | SUMO1-SIM PPI | Neddyl block | Scp-1 inhibitor | LMPTP block | STEP inh | Rin1 Abl inh | DNMT1 block | CSN deneddyl inh | NadD inh
CCc1nnc(NC(=O)/C=C/c2cccs2)s1 | i | -12 | i | -3 | 0.0 | 0 | -7 | 4 | -6 | -1
CN1CCNC(=O)C1CC(=O)NCC1(c2ccccc2)CCCCC1 (centres undefined) | i | -2 | i | 0 | -2.3 | 0 | 3 | 0 | 7 | -1
Cc1ccc(CSC2=NCCN2C(=O)c2ccc([N+](=O)[O-])cc2)cc1 | i | -3 | i | 13 | -0.7 | -1 | -1 | -1 | -8 | -5

New compounds follow
SMILES | Rpn11 inh | SUMO1-SIM PPI | Neddyl block | Scp-1 inhibitor | LMPTP block | STEP inh | Rin1 Abl inh | DNMT1 block | CSN deneddyl inh | NadD inh
COCCN(C(=O)CSc1nnc(-c2ccccc2OC)o1)c1c(N)n(CC(C)C)c(=O)[nH]c1=O | i | 4 | i | -8 | -0.1 | 8 | 1 | 0 | -4 | 1
Cn1c(NCC2CCCO2)nc2c1c(=O)n(Cc1ccccc1)c(=O)n2C (centres undefined) | i | 4 | i | -3 | -1.2 | 2 | 3 | 0 | -1 | -1
O=C(CN1CCN(c2cccc(Cl)c2)CC1)Nc1ccc(S(=O)(=O)N2CCOCC2)cc1 | i | -3 | i | -8 | 2.2 | 1 | 2 | 0 | 0 | -3
Cc1c(NC(=O)c2cc(-c3cccs3)nc3ccccc23)c(=O)n(-c2ccccc2)n1C | i | -5 | i | -1 | -0.1 | -1 | -2 | -2 | -6 | 8
Cc1cccc(Oc2ccc(N)cc2)c1 | i | -3 | i | 8 | -1.5 | -1 | 3 | -1 | 3 | 2
O=C(Nc1ccccc1Cl)c1cc(S(=O)(=O)N2CCOCC2)cs1 | i | 1 | i | -6 | 0.0 | -2 | -4 | 4 | -1 | -1
CCOC(=O)C1=C(COC(=O)CCCOc2ccccc2)NC(=O)NC1C (centres undefined) | i | -2 | i | -6 | -0.1 | 3 | -2 | -1 | -1 | -2
O=C(NCc1ccco1)c1ccc(Cn2c(=O)c3sccc3n(Cc3ccc(F)cc3)c2=O)cc1 | i | 7 | i | 15 | 4.5 | 1 | -2 | -12 | 3 | 2
CN(Cc1ccccc1F)C(=O)c1ccc(NC(=O)CC2SC(N3CCCCC3)=NC2=O)cc1 (centres undefined) | i | 5 | i | 0 | 1.9 | 1 | 2 | -5 | -1 | 8
NC(=S)Nc1ccccc1Br | i | 2 | i | -4 | -0.8 | -1 | 2 | -3 | -1 | -4
Cc1ccc(C(=O)OCC(=O)Nc2ccc3[nH]c(=O)[nH]c3c2)cc1[N+](=O)[O-] | i | -4 | i | -7 | -1.5 | -2 | -4 | 4 | 6 | -3
COc1ccc(CNC(=O)CCN2C(=O)c3ccccc3C2=O)cc1OC | i | -2 | i | -6 | -1.2 | 2 | 2 | 1 | 2 | -5
O=C(O)CCC(=O)c1ccc2c(c1)OCCCO2 | i | 2 | i | -2 | -0.9 | -4 | -1 | 4 | 0 | 1
O=C(Nc1ccc(F)cc1F)c1ccc(S(=O)(=O)NCc2ccco2)cc1 | i | -1 | i | -10 | -0.8 | -1 | 3 | 7 | 5 | -6
O=C(O)CCSc1ccccn1 | i | 2 | i | -1 | -0.9 | 2 | 6 | 1 | -1 | -6
O=C(Nc1cccc(NC(=O)c2ccco2)c1)c1ccc2c(c1)OCO2 | i | 7 | i | -9 | 0.8 | 0 | -3 | -1 | 2 | -8
Cn1cc(-c2cccc3nncn23)cn1 | i | -12 | i | nt | 0.2 | 2 | -2 | 3 | -4 | 4
Nc1ccc(S(=O)(=O)NN=CC=Cc2ccccc2[N+](=O)[O-])cc1 | i | -27 | i | -12 | -1.2 | -2 | 2 | 4 | -1 | -2
O=C(CCCn1nnc2ccccc2c1=O)N[C@@H](Cc1ccccc1)C(=O)O | i | 0 | i | -8 | -1.8 | 5 | -5 | 1 | -1 | 0
CCC(Sc1nncn1C)C(=O)Nc1ccccc1OC (centres undefined) | i | -1 | i | -6 | -1.2 | -2 | 1 | 2 | -11 | -4

Quoted at random: 2 compounds from above.
SMILES | Rpn11 inh | SUMO1-SIM PPI | Neddyl block | Scp-1 inhibitor | LMPTP block | STEP inh | Rin1 Abl inh | DNMT1 block | CSN deneddyl inh | NadD inh
Cn1cc(-c2cccc3nncn23)cn1 | i | -12 | i | nt | 0.2 | 2 | -2 | 3 | -4 | 4
Cc1ccc(C(=O)OCC(=O)Nc2ccc3[nH]c(=O)[nH]c3c2)cc1[N+](=O)[O-] | i | -4 | i | -7 | -1.5 | -2 | -4 | 4 | 6 | -3

Back to the main list, repeating the 6 entries before the break.
SMILES | Rpn11 inh | SUMO1-SIM PPI | Neddyl block | Scp-1 inhibitor | LMPTP block | STEP inh | Rin1 Abl inh | DNMT1 block | CSN deneddyl inh | NadD inh
O=C(O)CCSc1ccccn1 | i | 2 | i | -1 | -0.9 | 2 | 6 | 1 | -1 | -6
O=C(Nc1cccc(NC(=O)c2ccco2)c1)c1ccc2c(c1)OCO2 | i | 7 | i | -9 | 0.8 | 0 | -3 | -1 | 2 | -8
Cn1cc(-c2cccc3nncn23)cn1 | i | -12 | i | nt | 0.2 | 2 | -2 | 3 | -4 | 4
Nc1ccc(S(=O)(=O)NN=CC=Cc2ccccc2[N+](=O)[O-])cc1 | i | -27 | i | -12 | -1.2 | -2 | 2 | 4 | -1 | -2
O=C(CCCn1nnc2ccccc2c1=O)N[C@@H](Cc1ccccc1)C(=O)O | i | 0 | i | -8 | -1.8 | 5 | -5 | 1 | -1 | 0
CCC(Sc1nncn1C)C(=O)Nc1ccccc1OC (centres undefined) | i | -1 | i | -6 | -1.2 | -2 | 1 | 2 | -11 | -4
CCc1n[nH]c(=S)n1/N=C/c1cccc2ccccc12 | i | -4 | i | -10 | -2.9 | -4 | -1 | -2 | 0 | 3
COc1ccc2[nH]c3c(c2c1)CCN1C(=O)C(CC(=O)NCc2ccc(OC)c(OC)c2)C[C@H](C(=O)N2CCOCC2)[C@@]31C (some centres undefined) | i | 6 | i | 4 | 0.5 | 0 | 0 | 7 | -1 | 2
COc1ccc(CN(C)S(=O)(=O)c2nnc(NC(=O)c3cccc(OC)c3)s2)cc1 | i | -17 | i | -6 | -0.8 | -2 | -2 | -5 | 0 | 2
Cc1ccc(C(C)C)cc1OCC(=O)N/N=C/c1ccc2c(c1)OCCO2 | i | 0 | i | -5 | 4.8 | -2 | 2 | -4 | -3 | -7
CCOCC(=O)OCC(=O)NC12CC3CC(CC(C3)C1)C2 | i | -2 | i | -10 | 0.0 | 0 | 0 | 0 | -4 | 1
COc1ccc(NC(=O)CCCN2C(=O)CN(C)C2=O)cc1Cl | i | 4 | i | -10 | 0.1 | -1 | -1 | 13 | -2 | -5
COc1ccc(OC)c(-c2cnc(OC(C)(C)C)nc2OC(C)(C)C)c1 | i | 5 | i | -6 | -1.6 | -3 | 1 | 1 | 1 | -2
CC1(C)Nc2ccccc2C(=O)N1NC(=O)c1ccccc1 | i | -1 | + | -5 | 1.2 | 1 | 0 | 1 | -7 | 8
Cc1cc(NC(=O)COc2ccc(Cl)cc2Cl)n(CCC#N)n1 | i | 1 | i | -6 | -2.4 | -2 | 3 | -7 | 2 | 3
